# TRHR PAM = allosteric enhancers of human TRH receptor; P34981; TRHR cells, fluo-8 calcium fluorescence, EC20 TRH enhancement; enhancement, % at 2 µM; 360,000 compounds, 0.66% hits; AID 493056; in the data active means enhancement above about 30%; further: 0% is about no effect
# Target sequence (P34981 whole entry, looked up): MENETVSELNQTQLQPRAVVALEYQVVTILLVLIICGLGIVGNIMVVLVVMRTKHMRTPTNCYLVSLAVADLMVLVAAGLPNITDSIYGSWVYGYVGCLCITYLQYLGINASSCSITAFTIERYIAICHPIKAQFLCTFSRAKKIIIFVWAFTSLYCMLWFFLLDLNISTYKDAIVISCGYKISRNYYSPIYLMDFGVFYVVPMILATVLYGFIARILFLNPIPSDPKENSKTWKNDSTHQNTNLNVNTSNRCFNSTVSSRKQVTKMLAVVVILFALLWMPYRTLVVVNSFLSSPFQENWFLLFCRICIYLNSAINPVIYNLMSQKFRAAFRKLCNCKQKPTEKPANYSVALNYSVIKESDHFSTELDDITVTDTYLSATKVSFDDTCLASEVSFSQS
#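 Enhancer read-out: after compound pinning and an initial kinetic agonist-mode read, an EC20 of TRH (10 nM final) was injected and fluo-8 calcium signal (Ex 480/Em 530) followed at 1 s/cycle for 100 cycles in TRHR-expressing cells.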
# D2 antagonist = D2 dopamine receptor (human) antagonism. P14416. HEK293 TREx D2 cells, calcium flux, dopamine EC80. inhibition, % at 10 µM. 340,000 compounds, 2% hits. AID 485344; in the data active means inhibition above about 30%; further: 0% is about no effect
#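 Calcium flux kinetic readout in an inducible HEK293 TREx D2 line plated overnight at 30 C. After 180 s compound exposure, an EC80 dopamine challenge follows with another 180 s kinetic read to detect antagonism.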
# D2 PAM = positive allosteric modulators of human D2 dopamine receptor; 340,000 compounds, 0.34% hits; AID 485347; HEK293 T-REx D2, calcium flux, EC20 dopamine potentiation; potentiation, % at 10 µM;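 active means potentiation over 3 SD above the plate norm, cut at about 30% in these data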; further: 0% is about no effect
#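 Primary screen. Calcium kinetics in induced HEK293 T-REx D2 cells: compound pre-addition 180 s, EC20 dopamine, 180 s more.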
# TRHR ag = TRH receptor (human) agonism; TRHR cells, calcium flux fluo-8, FDSS agonist mode; activation, % at 2 µM; P34981; 360,000 compounds, 0.18% hits; further: 0% is about no effect
#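 Fluo-8-loaded TRHR cells; 10 s baseline, compound added, kinetic Ca2+ fluorescence read 1/s, agonist mode.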
# D1 agonist = activates the human D1 dopamine receptor. P21728. HEK293 T-REx D1 cells, calcium flux, agonist mode. activation, % at 2 µM. 360,000 compounds, 1% hits. AID 504660; further: 0% is about no effect
# Target sequence (P21728 whole entry, looked up): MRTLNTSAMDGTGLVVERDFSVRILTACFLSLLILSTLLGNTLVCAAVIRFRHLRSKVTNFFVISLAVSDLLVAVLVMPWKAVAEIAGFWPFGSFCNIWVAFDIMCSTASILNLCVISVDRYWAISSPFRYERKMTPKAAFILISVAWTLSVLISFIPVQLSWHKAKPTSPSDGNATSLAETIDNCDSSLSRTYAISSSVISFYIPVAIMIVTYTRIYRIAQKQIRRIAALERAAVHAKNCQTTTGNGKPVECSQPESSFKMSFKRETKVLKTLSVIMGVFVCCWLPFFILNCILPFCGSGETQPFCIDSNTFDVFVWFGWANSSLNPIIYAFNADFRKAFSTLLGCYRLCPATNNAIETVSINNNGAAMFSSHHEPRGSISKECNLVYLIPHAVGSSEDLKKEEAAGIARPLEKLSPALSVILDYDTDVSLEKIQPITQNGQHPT
#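 Inducible HEK293 T-REx D1 cells, force-coupled to calcium signalling, were plated at 4000 cells/well with tetracycline and held overnight at 30 C. After no-wash calcium dye loading, compound-evoked calcium rise over 180 s flagged agonists.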
# D1 PAM = human D1 dopamine receptor positive modulation | AID 504651 | P21728 | 360,000 compounds, 0.036% hits | potentiation, % at 10 µM | HEK293 TREx D1 cells, calcium flux, dopamine EC20 potentiation; in the data active means potentiation above about 30%; further: 0% is about no effect
# RXFP1 antag = RXFP1 (human) relaxin receptor antagonism; Q9HBX9; HEK293-RXFP1, relaxin-stimulated cAMP HTRF, 30 min; stronger effect = lower value; activity change, negative = inhibition, % at 57.5 µM; 350,000 compounds, 0.59% hits; AID 1259400;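 active means activity change of -60% or lower, but not beyond a set lower limit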; further: on the % scale 0 is the no-effect control and ±100 the full control effect
# D2 ag = D2 dopamine receptor (human) agonism; 340,000 compounds, 0.53% hits; HEK293 T-REx D2 cells, calcium flux agonist mode; activation, % at 2 µM; P14416;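 active means activation over 3 SD above normal in the single-dose calcium agonist read, cut at about 30% in these data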; further: 0% is about no effect
#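 Tetracycline-induced HEK293 Trex cells with D2 receptor force-coupled to calcium signaling, plated overnight at 30 C and loaded with no-wash calcium dye. Calcium flux read kinetically for 180 s after compound addition; responses flag agonists.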
# D1 antag = antagonists of human D1 dopamine receptor; activity change, negative = inhibition, % at 10 µM; P21728; 360,000 compounds, 3.2% hits; HEK293 TREx D1 cells, calcium flux, dopamine EC80; stronger effect = lower value; AID 504652; in the data active means activity change below about -30%; further: on the % scale 0 is the no-effect control and ±100 the full control effect
#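 Allosteric or orthosteric antagonism assessed as attenuation of the calcium response to EC80 dopamine, added 180 s after compound, in induced HEK293 Trex D1 cells loaded with no-wash calcium dye.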
# * hit, by the source's call; x = no result given. Unless noted, no stated cut-off is given here; in the data, active means activation above about 30%; inactive means the rest. The order is random. Share with any hit: about 7.3%.
# Order of results: TRHR ag | D2 PAM | TRHR PAM | D2 antagonist | D1 PAM | RXFP1 antag | D1 agonist | D1 antag | D2 ag
1: COC(=O)CN1C(=O)C(C)=C(c2ccc(C)cc2)S1(=O)=O
    -0.7 | 9 | -4 | -3 | -6 | 2 | 1 | -36* | 0.1
2: COc1cccc(CNC(=O)Cn2cc3c(n2)-c2c(oc(C(=O)N4CCCC4)c2C)CC3)c1OC
    -0.5 | 3 | 7 | x | 4 | 0 | 1 | 7 | 1.5
3: CCn1c(SCC(=O)Nc2ccc(NC(=O)c3ccco3)c(OC)c2)nc2ccccc2c1=O
    0.3 | 0 | 6 | -12 | 3 | 5 | 0 | 5 | 0.0
4: Cc1ccc(C(=O)CSc2nnc(-c3ccccc3)n2-c2ccccc2)cc1
    -0.8 | 7 | 6 | x | -4 | x | 0 | -5 | -0.2
5: COc1cc(C(=O)N(Cc2cccc(Cl)c2)C2CCS(=O)(=O)C2)cc(OC)c1OC (stereo not drawn)
    0.2 | 9 | 27 | -2 | 2 | -7 | -1 | x | 0.6
6: COc1cc(/C=C(\C#N)C(=O)NC(C)C)ccc1OCc1ccc(C(=O)O)cc1
    0.7 | x | 4 | x | -8 | -14 | 3 | 5 | x
7: O=C(Nc1nnc(N2CCCC2)s1)Nc1cc(F)ccc1F
    -0.1 | 2 | 2 | x | -1 | -4 | -2 | 1 | 0.8
8: Cc1ccccc1/[N+]([O-])=C/c1cccs1
    0.2 | -6 | 0 | -1 | -3 | 1 | 2 | 2 | 0.2
9: CCOC(=O)c1c(C)[nH]c(C(=O)Nc2ccc3c(c2)OCO3)c1C
    -0.2 | -14 | -3 | -14 | -8 | x | 4 | 3 | -0.5
10: COc1ccc(CNC(=O)CN(Cc2ccc(F)cc2)C(=O)c2csnn2)cc1
    0.1 | -5 | 11 | -2 | -6 | 2 | 1 | -3 | 0.7

# Next section
# Order of results: TRHR ag | D2 PAM | TRHR PAM | D2 antagonist | D1 PAM | RXFP1 antag | D1 agonist | D1 antag | D2 ag
11: CC(=O)c1cc2c(cc1NC(=O)c1c(-c3ccccc3)noc1C)OCO2
    -0.5 | 24 | -6 | 7 | -5 | -9 | 3 | 21 | 0.0
12: Cc1cc(Cl)ccc1OCc1cn2cccnc2n1
    -0.2 | -5 | -2 | 21 | -4 | -10 | 3 | -3 | 2.0
13: CC1CC(C)CN(S(=O)(=O)c2ccc3c(c2)CCN3C(=O)CCC(=O)O)C1 (stereo not drawn)
    0.3 | 0 | 6 | -5 | 3 | -15 | 1 | -5 | 9.3
14: CC(=O)c1cccc(NC(=O)CN(C)S(=O)(=O)c2ccc3c(c2)CC(C)N3C(C)=O)c1 (stereo not drawn)
    -0.2 | 6 | -2 | -5 | -2 | -12 | 4 | 6 | 0.9
15: CC(=O)NC1=NC(=O)/C(=C/N2CCCCC2)S1
    -0.4 | 7 | -1 | -6 | 3 | -21 | 2 | 1 | 0.1
16: CS(=O)(=O)c1ccc2nc(NC(=O)c3ccc(S(=O)(=O)NCC4CCCO4)cc3)sc2c1 (stereo not drawn)
    0.1 | 3 | -4 | 11 | 2 | 0 | 3 | -2 | 0.1
17: CCc1nnc(NC(=O)CC23CC4CC(CC(C4)C2)C3)s1
    0.8 | 8 | -4 | -11 | -11 | -9 | 12 | 0 | 1.8
18: COc1ccc(NC(=O)CSc2ncccc2C(=O)OC(C)C)cc1OC
    -0.1 | 28 | 11 | -8 | -8 | -5 | 26 | -37* | -0.7
19: CCCCNC(=S)N1CCN(Cc2ccc3c(c2)OCO3)CC1
    0.0 | x | -1 | x | -9 | -13 | 5 | 12 | x
20: CCN(CC)S(=O)(=O)c1cc(C)c(C)cc1Br
    -0.3 | 4 | 2 | -25 | -1 | -4 | -1 | -9 | 0.7

# The listing continues.
# Order of results: TRHR ag | D2 PAM | TRHR PAM | D2 antagonist | D1 PAM | RXFP1 antag | D1 agonist | D1 antag | D2 ag
21: O=C1CCN(Cc2nnnn2CC2CCCO2)c2ccccc2N1 (stereo not drawn)
    0.5 | 9 | 7 | -5 | -5 | -2 | 3 | 2 | 0.3
22: CCCC1(C(=O)O)NC(c2cccc(OC)c2O)C2C(=O)N(c3ccccc3)C(=O)C21 (stereo not drawn)
    1.6 | 1 | 0 | -8 | x | x | 2 | 2 | 0.6
23: CCC1(C)Cc2nc3[nH]c(=S)n(-c4ccccc4C)c(=O)c3cc2CO1 (stereo not drawn)
    0.5 | 18 | 1 | 5 | -2 | -17 | 2 | -11 | 0.4
24: CC1CCCN(C(=O)C2CCN(S(=O)(=O)c3cccs3)CC2)C1 (stereo not drawn)
    0.4 | 0 | 4 | 6 | -1 | 7 | -1 | 17 | 0.4
25: Cc1ccc(NC(=O)CN2C(=O)NC(C)(c3ccccc3)C2=O)c(C)c1 (stereo not drawn)
    0.0 | 7 | 16 | -1 | -1 | 8 | 16 | 5 | -0.6
26: S=c1[nH]nc(-c2ccccc2)n1/N=C/c1cccs1
    0.0 | 13 | -2 | 17 | 0 | 39 | -1 | 0 | -0.4
27: Cc1ccc(CN(C)C(=O)c2ccc3c(c2)NC(=O)CS3)o1
    1.0 | 5 | 1 | -11 | 5 | 4 | 1 | -6 | 0.4
28: Cc1cccc2cc(CN(Cc3nnnn3Cc3ccccc3)C3CCCC3)c(=O)[nH]c12
    -0.3 | 8 | 18 | -10 | -2 | 6 | 3 | 2 | 0.8
29: CC1CN(c2ccc(S(=O)(=O)N3CCOCC3)cn2)CC(C)O1 (stereo not drawn)
    0.5 | -5 | -1 | 1 | 2 | 1 | 2 | 15 | 0.9
30: O=C(O)c1ccc(Cn2c(SCc3ccc(F)cc3)nc3ccncc32)cc1
    -0.1 | 9 | 4 | x | -3 | -8 | 3 | 11 | -0.2

# The results go on.
# Order of results: TRHR ag | D2 PAM | TRHR PAM | D2 antagonist | D1 PAM | RXFP1 antag | D1 agonist | D1 antag | D2 ag
31: COc1ccc(NC(=O)c2cc(C)on2)cc1
    0.0 | -2 | 2 | 10 | -3 | 4 | 0 | 5 | 0.5
32: COc1ccccc1OCCCn1c(C)c(C#N)c2ccccc21
    0.3 | -5 | -2 | -14 | -1 | -5 | 4 | -4 | 0.3
33: COc1cc(C(=O)NCc2cc(C)nc3ccccc23)cc(OC)c1OC
    -0.7 | 20 | 10 | -14 | -14 | -8 | 1 | 3 | -1.6
34: COc1ccc(C(=O)N/N=C\c2coc3ccc(Cl)cc3c2=O)cc1
    0.4 | 5 | 11 | 2 | -3 | 0 | 9 | -8 | 0.1
35: O=C(O)CCc1ccc(-c2ccc(Br)cc2)o1
    0.6 | -6 | 1 | -2 | -2 | 14 | 0 | 7 | -0.3
36: CC1CCCC(C)N1C(=O)CSc1nnc(NC(=O)Cc2cccs2)s1 (stereo not drawn)
    -0.1 | 2 | -1 | 20 | -3 | -3 | 1 | -11 | 0.0
37: COc1cccc(CNC(=O)c2nnn(CC(=O)Nc3ccc(C)c(C)c3)c2N)c1
    0.2 | -18 | -7 | 5 | 2 | -26 | 0 | -28 | 1.6
38: O=C(CSc1nnnn1Cc1ccccc1)N1CCN(c2ccccc2)CC1
    -0.5 | 15 | -3 | 24 | -14 | -4 | 3 | -4 | 1.2
39: Clc1cccc(OCc2nc(-c3ccncc3)n[nH]2)c1
    0.9 | 0 | -4 | 9 | -3 | -10 | 1 | 9 | 0.0
40: CC(=O)c1cccc(NC(=O)CC2SC(N3CCCCC3)=NC2=O)c1 (stereo not drawn)
    0.1 | -22 | -2 | 45* | -5 | -3 | 1 | -1 | 0.3

# The closing 5 compounds of the section before come first, to join the parts.
# Order of results: TRHR ag | D2 PAM | TRHR PAM | D2 antagonist | D1 PAM | RXFP1 antag | D1 agonist | D1 antag | D2 ag
36: CC1CCCC(C)N1C(=O)CSc1nnc(NC(=O)Cc2cccs2)s1 (stereo not drawn)
    -0.1 | 2 | -1 | 20 | -3 | -3 | 1 | -11 | 0.0
37: COc1cccc(CNC(=O)c2nnn(CC(=O)Nc3ccc(C)c(C)c3)c2N)c1
    0.2 | -18 | -7 | 5 | 2 | -26 | 0 | -28 | 1.6
38: O=C(CSc1nnnn1Cc1ccccc1)N1CCN(c2ccccc2)CC1
    -0.5 | 15 | -3 | 24 | -14 | -4 | 3 | -4 | 1.2
39: Clc1cccc(OCc2nc(-c3ccncc3)n[nH]2)c1
    0.9 | 0 | -4 | 9 | -3 | -10 | 1 | 9 | 0.0
40: CC(=O)c1cccc(NC(=O)CC2SC(N3CCCCC3)=NC2=O)c1 (stereo not drawn)
    0.1 | -22 | -2 | 45* | -5 | -3 | 1 | -1 | 0.3
41: Cc1ccc(CNC(=O)C2CC(c3cc(C(F)(F)F)cc(C(F)(F)F)c3)=NO2)o1 (stereo not drawn)
    0.2 | -6 | -14 | 29 | -2 | x | 6 | 24 | -0.1
42: CSCC[C@H](NC(=O)OC(C)(C)C)c1nnc(SCc2ccccc2)o1
    -0.7 | 11 | 4 | 18 | -6 | -7 | 20 | -16 | -0.4
43: Cc1c(NC(=O)c2ccc(S(=O)(=O)N3CC(C)OC(C)C3)cc2)c(=O)n(-c2ccccc2)n1C (stereo not drawn)
    0.4 | 3 | 4 | -22 | -5 | 5 | 2 | 4 | 0.5
44: COc1cc(OC)cc(C(=O)Nn2c(C)nc3ccccc3c2=O)c1
    0.4 | -6 | -1 | -17 | -2 | -1 | 2 | -21 | 0.4
45: CCN1C(=O)C(C(=O)NC(C)c2ccccc2)C2CC1(C)Oc1ccccc12 (stereo not drawn)
    0.1 | 13 | -1 | -11 | -1 | 14 | 1 | -7 | -0.7
46: CC(C)(C)c1ccc(NC(=O)N2CCCN(c3ccc([N+](=O)[O-])cn3)CC2)cc1
    -0.8 | 6 | -15 | 7 | -6 | -29 | 12 | -20 | -1.0
47: Cc1ccccc1S(=O)Cc1ccc(C(=O)N2CCN(C(=O)c3ccco3)CC2)o1 (stereo not drawn)
    0.1 | x | 5 | x | 7 | -1 | 2 | 3 | x
48: CC(=O)N1CCN(C(=O)C2(NC(=O)Nc3cccc(F)c3)CCCCC2)CC1
    1.1 | -1 | -5 | 7 | x | 6 | 3 | -8 | -1.1

# One compound at a time (already shown). Order of screens: TRHR ag	D2 PAM	TRHR PAM	D2 antagonist	D1 PAM	RXFP1 antag	D1 agonist	D1 antag	D2 ag
# `Cc1c(NC(=O)c2ccc(S(=O)(=O)N3CC(C)OC(C)C3)cc2)c(=O)n(-c2ccccc2)n1C` (stereo not drawn) reads 0.4	3	4	-22	-5	5	2	4	0.5
# `CC(=O)N1CCN(C(=O)C2(NC(=O)Nc3cccc(F)c3)CCCCC2)CC1` reads 1.1	-1	-5	7	x	6	3	-8	-1.1
# `Cc1ccccc1S(=O)Cc1ccc(C(=O)N2CCN(C(=O)c3ccco3)CC2)o1` (stereo not drawn) reads 0.1	x	5	x	7	-1	2	3	x
# `COc1cc(OC)cc(C(=O)Nn2c(C)nc3ccccc3c2=O)c1` reads 0.4	-6	-1	-17	-2	-1	2	-21	0.4
# `CSCC[C@H](NC(=O)OC(C)(C)C)c1nnc(SCc2ccccc2)o1` reads -0.7	11	4	18	-6	-7	20	-16	-0.4

# Screening data (PubChem)
